Screening data (PubChem)
Runt-SMMHC FRET = blocks binding of human RUNX1 Runt domain to CBFb-SMMHC. 220,000 compounds, 0.74% hits. inhibition, % at 20 µM. Cerulean-Runt/Venus-CBFb-SMMHC FRET ratio 530/480, 1 h;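 active means mean inhibition across duplicate retests at 20 µM reaching about 50%, limit read from the data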;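 further: 0% = DMSO wells and 100% = wells with excess untagged CBFb-SMMHC; inhibitors lower the FRET ratio by blocking Runt binding to CBFb-SMMHC; some results filed as inactive read as strong as hits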
Runt-CBFb FRET = blocks binding of human RUNX1 Runt domain to CBFb. Q01196+Q13951. Cerulean-Runt/Venus-CBFb FRET ratio 530/480, 1 h. inhibition, % at 20 µM. 220,000 compounds, 0.46% hits. AID 1496;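 active means inhibition over about 50% at 20 µM in the single-dose screen, limit read from the data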;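 further: 0% = DMSO wells and 100% = excess unlabeled CBFb competitor control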
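Schedule: protein complex preformed 1 h, compound exposure 1 h, room temperature, dark; test system: Cerulean-labeled Runt domain protein; amount: 100 nM per protein; buffer or medium: Tris 50 mM pH 7.5, KCl, K2SO4, 0.01% BSA; read-out: loss of energy transfer signal; detection: FRET fluorescence; controls: 5 µM unlabeled CBFb as full-inhibition high control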
EBV gp42 block = inhibitors of Epstein-Barr virus glycoprotein 42 | 220,000 compounds, 0.42% hits | inhibition, % (tested at 21.74 µM) | Fluorescence polarization binding assay, mP read-out; in the data active means inhibition above about 50%
Target sequence (Q1HVG2 whole entry, looked up): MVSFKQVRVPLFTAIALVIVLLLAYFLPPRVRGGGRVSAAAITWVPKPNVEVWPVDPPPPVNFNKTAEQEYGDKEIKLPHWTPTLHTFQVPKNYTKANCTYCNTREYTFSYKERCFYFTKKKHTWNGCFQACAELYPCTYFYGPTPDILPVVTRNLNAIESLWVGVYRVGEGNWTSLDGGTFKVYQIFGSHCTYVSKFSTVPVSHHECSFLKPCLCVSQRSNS
p47phox inh = blocks human p47phox regulatory protein of NADPH oxidases | 220,000 compounds, 0.53% hits | P14598 | p47phox/p22phox peptide binding, fluorescence polarization, 2 h | inhibition, % at 24.7 µM | AID 1274;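 active means inhibition above about 30%, limit read from the data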;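 further: 0% = p47phox with labelled peptide and 100% = labelled peptide alone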
Tb hexokinase = T. brucei hexokinase 1 inhibition; recombinant TbHK1, G6PDH-coupled NADH A340; inhibition, % at 10 µM; 220,000 compounds, 0.11% hits;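 active means inhibition of 50% or more in the single-dose primary screen; inactive means inhibition below 50%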
m-calpain inh = calpain II (pig) inhibition | purified calpain II, fluorogenic peptide substrate, 30 min | inhibition, % at 16 µM | 220,000 compounds, 0.37% hits;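 active means inhibition above about 50%, limit read from the data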
p97 inhibitor = blocks human p97 ATPase activity; inhibition, % at 8 µM; recombinant p97 ATPase, Kinase-Glo ATP luminescence, 3 h; 220,000 compounds, 0.42% hits; P55072; in the data active means inhibition above about 15%;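 further: 0% = DMSO vehicle and 100% = wells lacking enzyme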
Target sequence (P55072 whole entry, looked up): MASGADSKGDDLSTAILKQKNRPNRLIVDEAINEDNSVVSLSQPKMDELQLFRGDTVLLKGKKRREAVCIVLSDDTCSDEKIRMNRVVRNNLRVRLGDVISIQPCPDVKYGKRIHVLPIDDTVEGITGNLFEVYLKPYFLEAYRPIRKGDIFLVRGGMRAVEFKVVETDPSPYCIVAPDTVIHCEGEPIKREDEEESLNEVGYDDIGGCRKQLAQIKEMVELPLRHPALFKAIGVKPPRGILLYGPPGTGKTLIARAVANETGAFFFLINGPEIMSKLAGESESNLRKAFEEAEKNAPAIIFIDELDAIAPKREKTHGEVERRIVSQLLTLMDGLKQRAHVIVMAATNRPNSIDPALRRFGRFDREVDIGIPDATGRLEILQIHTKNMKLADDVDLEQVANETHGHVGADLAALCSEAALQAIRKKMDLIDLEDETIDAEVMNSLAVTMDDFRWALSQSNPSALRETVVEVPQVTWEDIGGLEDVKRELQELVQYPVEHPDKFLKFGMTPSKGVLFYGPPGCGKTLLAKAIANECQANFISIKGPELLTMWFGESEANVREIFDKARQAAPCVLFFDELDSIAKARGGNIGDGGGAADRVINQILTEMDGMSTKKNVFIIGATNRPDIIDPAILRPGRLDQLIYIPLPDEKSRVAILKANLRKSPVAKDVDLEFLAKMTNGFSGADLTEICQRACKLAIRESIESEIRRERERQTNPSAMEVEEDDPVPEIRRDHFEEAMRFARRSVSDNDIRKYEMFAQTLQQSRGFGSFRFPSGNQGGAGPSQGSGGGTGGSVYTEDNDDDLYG
Furin inhibitor = inhibitors of human furin. inhibition, % at 30 µM. 220,000 compounds, 0.061% hits. purified furin, fluorogenic substrate cleavage; in the data active means inhibition above about 25%; further: inactives centre near -15
RBBP9 inhibitor = human RBBP9 hydrolase inhibition; inhibition, % at 7.94 µM; O75884; 220,000 compounds, 0.2% hits; recombinant RBBP9, FP-Rh probe fluorescence polarization;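 active means inhibition above the campaign mean of all tested compounds plus 3 SD, cut at about 14% in these data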;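 further: plate controls were DMSO wells with RBBP9 for no effect and wells lacking RBBP9 protein for full effect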
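Test system: recombinant human RBBP9; Timing: 30 min then 45 min, 25 °C; Detection: fluorescence polarization; Control set: RBBP9 with DMSO as uninhibited control, no-protein wells as full inhibition; Compound dosing: one concentration, 7.94 µM nominal, 0.794% DMSO; Probe or stimulus: FP-Rh activity-based probe, 375 nM before mixing.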
* = called active by the depositor; [ ] = remark or other dose.

What do the screens show for `CCOC(=O)N1CCC(=NNC(N)=O)CC1`?
Runt-SMMHC FRET: -1.2; Runt-CBFb FRET: 0.9; EBV gp42 block: -7.0; p47phox inh: -3.7; Tb hexokinase: -2.8; m-calpain inh: -11.0; p97 inhibitor: 5.8; Furin inhibitor: -30.0; RBBP9 inhibitor: -1.5

What do the screens show for `CCCn1cc(CN2CCN(Cc3ccc(C)o3)C(CCO)C2)c(C)n1` (stereo not drawn)?
Runt-SMMHC FRET: -4.5; Runt-CBFb FRET: -1.1; EBV gp42 block: -4.3; p47phox inh: 1.1; Tb hexokinase: -1.7; m-calpain inh: 2.5; p97 inhibitor: 1.0; Furin inhibitor: -22.4; RBBP9 inhibitor: -0.1

Results for O=C(Cc1ccc(F)cc1)N/N=C/c1ccc2c(c1)OCO2 ?
Runt-SMMHC FRET: 0.4; Runt-CBFb FRET: -0.8; EBV gp42 block: -2.5; p47phox inh: -9.5; Tb hexokinase: -4.2; m-calpain inh: 3.8; p97 inhibitor: 0.2; Furin inhibitor: -23.0; RBBP9 inhibitor: -8.5

How did C[C@]12C[C@H](O)[C@@H]3c4ccc(O)cc4CCC3[C@@H]1CCC2=O (stereo partly drawn) do in these assays?
Runt-SMMHC FRET: 0.0; Runt-CBFb FRET: 1.4; EBV gp42 block: -19.8; p47phox inh: 2.5; Tb hexokinase: -1.3; m-calpain inh: -2.1; p97 inhibitor: 9.3; Furin inhibitor: -9.9; RBBP9 inhibitor: -2.2

How did Cn1c(CNc2ccc(Cl)cc2)nnc1SCC#N do in these assays?
Runt-SMMHC FRET: -1.2; Runt-CBFb FRET: -1.8; EBV gp42 block: -14.1; p47phox inh: 1.1; Tb hexokinase: 2.9; m-calpain inh: 11.3; p97 inhibitor: -1.9; Furin inhibitor: -14.0; RBBP9 inhibitor: -4.6

How did O=C(Cn1cnc2c(cnn2-c2ccc(Cl)cc2)c1=O)NC1CCCCC1 do in these assays?
Runt-SMMHC FRET: 3.8; Runt-CBFb FRET: 1.4; EBV gp42 block: -18.3; p47phox inh: -1.6; Tb hexokinase: -7.2; m-calpain inh: -1.7; p97 inhibitor: -1.9; Furin inhibitor: -7.8; RBBP9 inhibitor: -11.0

Results for CC(C)(C)OC(=O)NCCc1nnc(SCC(=O)c2ccc(Cl)cc2)o1 ?
Runt-SMMHC FRET: 3.0; Runt-CBFb FRET: -2.4; EBV gp42 block: -3.6; p47phox inh: 0.0; Tb hexokinase: 0.3; m-calpain inh: -27.0; p97 inhibitor: -10.1; Furin inhibitor: -4.5[20 µM]; RBBP9 inhibitor: -6.0

What do the screens show for `CSC1=NCCN1C(=O)c1c(F)cccc1Cl`?
Runt-SMMHC FRET: -2.1; Runt-CBFb FRET: 4.2; EBV gp42 block: 4.0; p47phox inh: -3.4; Tb hexokinase: 6.9; m-calpain inh: -26.9; p97 inhibitor: -1.6; Furin inhibitor: 0.5; RBBP9 inhibitor: -11.2

Results for CCOc1cc(CC(=O)N[C@@H](CC(C)C)c2ccccc2N2CCCCC2)ccc1C(=O)O ?
Runt-SMMHC FRET: 0.0; Runt-CBFb FRET: -3.2; EBV gp42 block: -6.0; p47phox inh: 1.4; m-calpain inh: 29.1; p97 inhibitor: 4.2; RBBP9 inhibitor: 0.1

How did COc1ccccc1Cc1nc(-c2ccncc2)no1 do in these assays?
Runt-SMMHC FRET: -2.8; Runt-CBFb FRET: 0.3; EBV gp42 block: 7.7; p47phox inh: -4.8; Tb hexokinase: -8.9; m-calpain inh: 4.3; p97 inhibitor: 2.2; Furin inhibitor: -9.9; RBBP9 inhibitor: 8.1

What do the screens show for `CC1=NN(Cc2ccccc2)C(=O)C1C(c1ccc(Cl)cc1)C(C#N)C#N` (stereo not drawn)?
Runt-SMMHC FRET: 4.7; Runt-CBFb FRET: 0.8; EBV gp42 block: -15.6; p47phox inh: -18.2; Tb hexokinase: 9.8; m-calpain inh: -15.5; p97 inhibitor: 17.8*; Furin inhibitor: -23.5; RBBP9 inhibitor: -1.4

Results for Cc1cc(C(F)(F)F)nn1CCCNC(=O)c1cnccn1 ?
Runt-SMMHC FRET: 0.3; Runt-CBFb FRET: -1.3; EBV gp42 block: -14.6; p47phox inh: -13.8; Tb hexokinase: 1.2; m-calpain inh: 12.9; p97 inhibitor: 2.6; Furin inhibitor: -14.2; RBBP9 inhibitor: -4.0

How did COc1ccc(CNCC(=O)Nc2cc(C)nn2-c2nc(C)cc(C)n2)cc1OC do in these assays?
Runt-SMMHC FRET: 1.0; Runt-CBFb FRET: -0.5; EBV gp42 block: -12.8; p47phox inh: -4.1; Tb hexokinase: 9.0; m-calpain inh: 1.5; p97 inhibitor: -4.9; Furin inhibitor: -0.2; RBBP9 inhibitor: 1.9

Results for CCCOc1ccc(CCC(=O)N/N=C/c2ccco2)cc1 ?
Runt-SMMHC FRET: -0.3; Runt-CBFb FRET: 1.7; EBV gp42 block: -3.9; p47phox inh: -3.0; Tb hexokinase: -7.0; m-calpain inh: -1.8; p97 inhibitor: 4.6; Furin inhibitor: -22.4; RBBP9 inhibitor: -4.5

Results for CCCNc1nc(NCC)nc(OC)n1 ?
Runt-SMMHC FRET: -0.3; Runt-CBFb FRET: -0.7; EBV gp42 block: -21.4; p47phox inh: -18.4; Tb hexokinase: -1.0; m-calpain inh: 18.0; p97 inhibitor: 2.8; Furin inhibitor: -16.3[20 µM]; RBBP9 inhibitor: 0.1

What do the screens show for `CCCCNC(=O)COC(=O)c1cc(C)nc2ccccc12`?
Runt-SMMHC FRET: -4.1; Runt-CBFb FRET: 1.1; EBV gp42 block: -1.7; p47phox inh: -2.6; Tb hexokinase: -9.0; m-calpain inh: -46.4; p97 inhibitor: -6.1; Furin inhibitor: -12.2[20 µM]; RBBP9 inhibitor: -4.8

Results for CCn1c(=S)[nH]c2scc(-c3cccs3)c2c1=O ?
Runt-SMMHC FRET: 5.4; Runt-CBFb FRET: 5.7; EBV gp42 block: -4.1; p47phox inh: 1.6; Tb hexokinase: -1.8; m-calpain inh: 27.2; p97 inhibitor: -3.6; Furin inhibitor: -16.5; RBBP9 inhibitor: -12.4

What do the screens show for `COc1ccc(N2C(=O)CC(Sc3nc(C)c4c(n3)CCCC4)C2=O)cc1` (stereo not drawn)?
Runt-SMMHC FRET: 0.0; Runt-CBFb FRET: 0.1; EBV gp42 block: -20.3; p47phox inh: 0.1; Tb hexokinase: -4.2; m-calpain inh: 10.9; p97 inhibitor: 2.2; Furin inhibitor: -22.0; RBBP9 inhibitor: -3.7

What do the screens show for `Cc1ccc(Nc2nnc(SC3CCOC3=O)s2)c(C)c1` (stereo not drawn)?
Runt-SMMHC FRET: -1.4; Runt-CBFb FRET: 0.8; EBV gp42 block: 1.0; p47phox inh: -1.7; Tb hexokinase: -1.3; m-calpain inh: 12.2; p97 inhibitor: -5.3; Furin inhibitor: -9.7; RBBP9 inhibitor: 0.5

Results for O=C(c1ccc(CNS(=O)(=O)c2ccc(Br)cc2)cc1)N1CCCC1 ?
Runt-SMMHC FRET: 0.6; Runt-CBFb FRET: 0.0; EBV gp42 block: -10.7; p47phox inh: -6.6; Tb hexokinase: -15.6; m-calpain inh: 21.9; p97 inhibitor: -0.5; Furin inhibitor: -24.3; RBBP9 inhibitor: 9.3

How did Cc1ccc(C)c(S(=O)(=O)Nc2ccccc2C(=O)Nc2ccccc2N2CCOCC2)c1 do in these assays?
Runt-SMMHC FRET: 1.8; Runt-CBFb FRET: 1.4; EBV gp42 block: -3.1; p47phox inh: -7.3; Tb hexokinase: -20.6; m-calpain inh: -18.1; p97 inhibitor: -2.0; Furin inhibitor: -4.4[20 µM]; RBBP9 inhibitor: -0.9

How did CN(C)C(=N)c1n[nH]nc1SCc1ccccc1 do in these assays?
Runt-SMMHC FRET: 0.0; Runt-CBFb FRET: -1.2; EBV gp42 block: 8.6; p47phox inh: 2.1; Tb hexokinase: 2.6; m-calpain inh: -14.9; p97 inhibitor: -5.4; Furin inhibitor: -17.5; RBBP9 inhibitor: -11.0

Results for CCOC(=O)N/N=C/c1ccc(N2CCOCC2)s1 ?
Runt-SMMHC FRET: -2.5; Runt-CBFb FRET: 3.0; EBV gp42 block: 2.1; p47phox inh: -12.0; Tb hexokinase: -28.5; m-calpain inh: 2.1; p97 inhibitor: -2.6; Furin inhibitor: -10.3; RBBP9 inhibitor: -7.5

How did COC(=O)C(C)Oc1ccc(=O)[nH]n1 (stereo not drawn) do in these assays?
Runt-SMMHC FRET: -2.1; Runt-CBFb FRET: -0.7; EBV gp42 block: -10.4; p47phox inh: -3.0; Tb hexokinase: -2.4; m-calpain inh: -12.2; p97 inhibitor: 5.3; Furin inhibitor: -18.0; RBBP9 inhibitor: -7.4

Results for Cc1cccc(OCC(=O)Nc2ccc(N3CCN(S(C)(=O)=O)CC3)cc2)c1 ?
Runt-SMMHC FRET: 1.8; Runt-CBFb FRET: -1.4; EBV gp42 block: -17.8; p47phox inh: -9.5; Tb hexokinase: -8.9; m-calpain inh: -2.5; p97 inhibitor: 0.8; Furin inhibitor: -14.0; RBBP9 inhibitor: -8.2

Results for CC(C)CC1(C)NC(=O)N(Cc2cc([N+](=O)[O-])cc3c2OCOC3)C1=O (stereo not drawn) ?
Runt-SMMHC FRET: -5.8; Runt-CBFb FRET: 4.0; EBV gp42 block: -30.6; p47phox inh: -3.2; Tb hexokinase: -28.7; m-calpain inh: 12.3; p97 inhibitor: 4.8; Furin inhibitor: -2.7; RBBP9 inhibitor: -8.1

What do the screens show for `O=C(NC(=S)Nc1ccc(Cl)cn1)c1cccs1`?
Runt-SMMHC FRET: -0.5; Runt-CBFb FRET: 1.2; EBV gp42 block: -24.6; p47phox inh: -6.6; Tb hexokinase: 2.5; m-calpain inh: -5.5; p97 inhibitor: -2.7; Furin inhibitor: -21.7[20 µM]; RBBP9 inhibitor: -3.2

Results for CC(=O)c1ccccc1NC(=O)Cn1c(=O)cnc2ccccc21 ?
Runt-SMMHC FRET: -2.9; Runt-CBFb FRET: -2.3; EBV gp42 block: -32.6; p47phox inh: -10.8; Tb hexokinase: 24.6; m-calpain inh: -19.3; p97 inhibitor: 7.6; Furin inhibitor: -9.5; RBBP9 inhibitor: -0.5

How did CCOC(=O)c1c(O)c2c(n(Cc3ccco3)c1=O)CCCC2 do in these assays?
Runt-SMMHC FRET: 5.6; Runt-CBFb FRET: 1.1; EBV gp42 block: -11.2; p47phox inh: -5.7; Tb hexokinase: 3.1; m-calpain inh: -33.7; p97 inhibitor: -0.6; Furin inhibitor: -18.7; RBBP9 inhibitor: -3.4

Results for CCCOc1cc(N(CC)CC)ccc1/C=C(/C#N)c1nc2ccc(C)cc2[nH]1 ?
Runt-SMMHC FRET: -341.8; Runt-CBFb FRET: -108.2; EBV gp42 block: 92.2*; p47phox inh: 0.2; Tb hexokinase: -5.6; m-calpain inh: -46.2; p97 inhibitor: 0.1; Furin inhibitor: -5.5[20 µM]; RBBP9 inhibitor: -10.1

Quoted at random: 2 entries already listed, in no set order.
Results for CC(=O)c1ccccc1NC(=O)Cn1c(=O)cnc2ccccc21 ?
Runt-SMMHC FRET: -2.9; Runt-CBFb FRET: -2.3; EBV gp42 block: -32.6; p47phox inh: -10.8; Tb hexokinase: 24.6; m-calpain inh: -19.3; p97 inhibitor: 7.6; Furin inhibitor: -9.5; RBBP9 inhibitor: -0.5

Results for Cc1cccc(OCC(=O)Nc2ccc(N3CCN(S(C)(=O)=O)CC3)cc2)c1 ?
Runt-SMMHC FRET: 1.8; Runt-CBFb FRET: -1.4; EBV gp42 block: -17.8; p47phox inh: -9.5; Tb hexokinase: -8.9; m-calpain inh: -2.5; p97 inhibitor: 0.8; Furin inhibitor: -14.0; RBBP9 inhibitor: -8.2
